Screens as filed in PubChem BioAssay.
697 NFkB inh: lowers PMA/ionomycin-induced NF-kB signal in 697 B cells | 697 B-cell NF-kB luciferase reporter, 16 h | inhibition, % at 4 µM | hit rate 0.33% among 330,000 | AID 435022; in the data active means inhibition above about 35%
Jurkat NFkB inh: lowers PMA/ionomycin-induced NF-kB signal in Jurkat cells; PMA/ionomycin-induced NF-kB luciferase reporter, luminescence; hit rate 0.53% among 330,000; AID 435003; inhibition, % at 4 µM; in the data active means inhibition above about 50%
XBP1 UPR activ: activators of adaptive arm of unfolded protein response (XBP1); activation, % at 20 µM; CHO-XBP1 luciferase reporter, IRE1-XBP1 UPR activation, luminescence; percent of tunicamycin response, DMSO as zero; hit rate 0.33% among 330,000; AID 463104;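 active means versus positive control, 20 µM dose yields 30% or more activation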;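 further: 100% = tunicamycin at 10 µg/mL and 0% = DMSO only wells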
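Material – CHO cell line with stable XBP1 luciferase reporter · Buffer or medium – F12 plus 10% FBS · Compound – single point, 20 µM final compound, 1% DMSO · Schedule – 16-18 h cell attachment at 37 °C, then 6 h compound exposure · Signal – Steady-Glo luminescence read · Benchmarks – high control tunicamycin 10 µg/mL final, low control DMSO vehicle only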
UPR CHOP act: apoptotic UPR (CHOP) activation; CHO-CHOP luciferase reporter, luminescence; percent of tunicamycin response over DMSO baseline; activation, % at 10 µM; hit rate 0.34% among 330,000; AID 449763;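 active means at 10 µM dose, activation of 40% or more, normalized to positive control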;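 further: 100% = tunicamycin at 10 µg/mL and 0% = DMSO alone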
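Assay system: CHO-CHOP cells, stable luciferase reporter of PERK-eIF2a-CHOP signalling / Buffer or medium: F12 plus 10% serum / Compound dosing: one dose, 10 µM in 0.5% DMSO / Times: 6 h compound treatment, 37 °C / Technique: luciferase luminescence / Read-out: % reporter activation, DMSO baseline versus tunicamycin full activation / Benchmarks: tunicamycin and DMSO controls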
Mdm2-MdmX inh: human Mdm2/MdmX binding inhibition. SaOS-2 split-luciferase Mdm2/MdmX complementation, luminescence. inhibition, % at 8 µM. hit rate 3% among 330,000;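 active means inhibition of at least 50% at 8 µM in the primary screen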
Target sequence (O15151 whole entry, looked up): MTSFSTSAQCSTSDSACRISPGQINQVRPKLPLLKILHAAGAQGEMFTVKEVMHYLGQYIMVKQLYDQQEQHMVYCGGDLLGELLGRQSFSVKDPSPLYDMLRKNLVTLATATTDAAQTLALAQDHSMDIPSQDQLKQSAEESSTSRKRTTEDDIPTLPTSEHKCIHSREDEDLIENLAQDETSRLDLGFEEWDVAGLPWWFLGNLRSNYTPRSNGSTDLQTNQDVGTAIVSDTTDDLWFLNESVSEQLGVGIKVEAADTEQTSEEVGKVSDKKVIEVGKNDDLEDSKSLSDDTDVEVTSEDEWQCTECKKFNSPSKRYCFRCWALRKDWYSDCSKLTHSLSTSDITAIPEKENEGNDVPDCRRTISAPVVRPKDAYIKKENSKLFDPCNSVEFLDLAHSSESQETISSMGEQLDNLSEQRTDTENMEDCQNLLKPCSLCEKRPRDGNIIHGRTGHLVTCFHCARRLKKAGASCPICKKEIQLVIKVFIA
Target sequence (Q00987 whole entry, looked up): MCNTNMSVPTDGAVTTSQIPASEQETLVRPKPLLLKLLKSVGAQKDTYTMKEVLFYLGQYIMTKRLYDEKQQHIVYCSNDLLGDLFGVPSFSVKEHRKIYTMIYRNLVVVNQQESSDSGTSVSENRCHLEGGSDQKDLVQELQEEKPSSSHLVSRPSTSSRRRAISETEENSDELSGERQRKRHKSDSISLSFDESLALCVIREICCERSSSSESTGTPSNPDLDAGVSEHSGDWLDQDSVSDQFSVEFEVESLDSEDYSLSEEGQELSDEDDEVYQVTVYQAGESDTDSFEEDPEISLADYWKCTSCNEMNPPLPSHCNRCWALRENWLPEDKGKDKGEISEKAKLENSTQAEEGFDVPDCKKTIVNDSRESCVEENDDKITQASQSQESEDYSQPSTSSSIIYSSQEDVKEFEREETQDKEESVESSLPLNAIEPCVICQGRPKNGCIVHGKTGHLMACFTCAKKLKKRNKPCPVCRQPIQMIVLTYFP
APJ ag: activates the human apelin receptor APJ; P35414; CHO-K1 APJ PathHunter beta-arrestin, luminescence; 0% DMSO wells, 100% apelin; activation, % at 20 µM; hit rate 0.11% among 330,000;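 active means activation more than six SD over the plate average, tested at 20 µM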;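 further: 0% = DMSO alone and 100% = apelin-13 at 10 nM; some results filed as inactive read as strong as hits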
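Assay system: engineered CHO-K1 APJ arrestin reporter cells; Amount: 1000 CHO-K1 reporter cells seeded per well; Dosing: one dose, 20 µM compound, 1% DMSO; Times: compound stimulation 90 min at 25 °C, detection 60 min; Measured by: luminescent beta-gal fragment complementation, chemiluminescent substrate; Read-out: APJ–arrestin association signal; Controls: DMSO vs Apelin-13 10 nM.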
APJ antag: antagonists of human APJ apelin receptor. P35414. hit rate 0.32% among 330,000. CHO-K1 APJ beta-arrestin complementation, luminescence. inhibition, % at 20 µM. AID 2521;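 active means inhibition above about 40% at 20 µM, limit read from the data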;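 further: cells challenged with 10 nM apelin-13 agonist together with compound; plate controls were apelin-13 plus DMSO wells for no effect and DMSO wells lacking apelin-13 for full effect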
tim23-1 inh: growth inhibitors of tim23-1 mutant yeast; S. cerevisiae tim23-1 growth, BacTiter-Glo luminescence, 24 h; inhibition, % at 20 µM; hit rate 1.3% among 330,000; AID 463212;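 active means growth inhibition of the mutant yeast at or above 50%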;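 further: temperature-sensitive mutant grown at 25 °C; plate controls were DMSO-treated mutant yeast for no effect and medium wells lacking yeast for full effect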
Starred values were filed as active, the others as inactive.

SMILES | 697 NFkB inh | Jurkat NFkB inh | XBP1 UPR activ | UPR CHOP act | Mdm2-MdmX inh | APJ ag | APJ antag | tim23-1 inh
COc1ccc(C2=NOC(Cn3nc(C(=O)NCc4cccs4)cc3-c3ccccc3)C2)cc1 (stereo not drawn) | 5 | -5 | -2 | -1.1 | 7 | -4 | 6 | 20
O=C(C1=C(O)C(=O)N(CCc2ccccc2)C1c1ccncc1)c1cc2ccccc2o1 (stereo not drawn) | 4 | 6 | -2 | -1.5 | -2 | -1 | 8 | 13
CCOC(=O)c1sc2nc(CC(=O)OC)nc(NCC(=O)OC)c2c1C | 11 | 5 | 0 | -1.4 | 21 | 1 | 13 | 8
O=C(N/N=C/C=C/c1ccco1)c1cccc([N+](=O)[O-])c1 | -3 | -13 | 2 | 1.1 | 6 | 3 | 23 | -1
CC(=O)OC[C@H]1O[C@@H](O[C@H]2C[C@]3(C)C(C[C@@H](O)C4C([C@]5(C)CC[C@@H](C(C)(C)O)O5)CC[C@]43C)[C@@]3(C)CC[C@H](O)C(C)(C)C23)[C@H](O[C@@H]2O[C@@H](C)[C@H](O)[C@@H](O)[C@H]2O)[C@@H](O)[C@@H]1O (stereo partly drawn) | 15 | 0 | -4 | 0.1 | 14 | 0 | 15 | 11
O=C1/C(=C/c2ccc([N+](=O)[O-])cc2)C=C(c2ccccc2)N1c1ccc(O)cc1 | 15 | 14 | 13 | 16 | 61* | 0 | 6 | 1
CN1CC(C(=O)O)Cc2c1ccc1ccccc21 (stereo not drawn) | 16 | 11 | 0 | 1.5 | 8 | 6 | -53 | 6
COc1ccccc1C(CNC(=O)CNC(=O)c1ccc(C)c(C)c1)N1CCCC1 (stereo not drawn) | 16 | 5 | 0 | -1.0 | 4 | -5 | -7 | 0
COc1ccc(C(=O)OCC(=O)NCC2CCCCC2)c(OC)c1 | 8 | 19 | -3 | 2.0 | 18 | -2 | 4 | 24
COc1cc(OC)c(S(=O)(=O)NC(C)C)cc1S(=O)(=O)NC(C)C | 12 | -1 | -2 | 0.0 | 6 | 0 | 6 | 7
Cc1cc(C)cc(-n2cc[nH]c2=S)c1 | 1 | -16 | -1 | 2.9 | -2 | -2 | -12 | 2
COc1ccc(CCN(C)C(=O)C2CCN(Cc3ccc(C)cc3)CC2)cc1OC | 9 | 19 | 2 | 0.4 | 12 | -4 | 6 | -7
CC1Oc2ccccc2N(CC(=O)N2CCc3ccccc32)C1=O (stereo not drawn) | -2 | -1 | -2 | -0.6 | 24 | -5 | 3 | 22
CSc1ncccc1C(=O)Nc1ccc(S(=O)(=O)NC2=NCCCCC2)cc1 | 20 | 0 | -1 | 0.5 | 0 | -3 | 22 | 12
O=C1CN(S(=O)(=O)c2ccccc2Cl)CCN1 | 6 | -2 | -1 | -1.4 | 10 | 9 | 2 | 10
COCCn1c(SCC(=O)Nc2sc(C)c(C)c2C#N)nnc1-c1ccc(OC)cc1 | 18 | 0 | -2 | 1.1 | 4 | 0 | 17 | 22
CCS(=O)(=O)N1CCC(C(=O)O)CC1 | -1 | -6 | -1 | -1.3 | 9 | -2 | -6 | 8
O=C(C1CCN(S(=O)(=O)c2c(Cl)cccc2Cl)CC1)N1CCCC1 | 12 | -8 | -3 | 0.4 | 19 | -2 | -4 | 15
CCOC(=O)CCC(NC(=O)c1ccc(NCN2C(=O)c3ccccc3C2=O)cc1)C(=O)OCC (stereo not drawn) | -2 | -1 | -3 | 2.5 | -4 | 4 | 20 | 8
CCc1c(C)nc2c(Br)cccc2c1SCCC#N | -10 | 1 | 1 | -4.1 | 6 | -2 | 1 | 21
Cc1cc2c(c(=O)n1CCN(C)C)C(c1ccccc1Br)C(C#N)=C(N)O2 (stereo not drawn) | -12 | 2 | 1 | -1.3 | 14 | -5 | 7 | -8
Cc1sc(NC(=O)C2=COCCO2)nc1-c1ccc(F)cc1 | -44 | -21 | 2 | 1.9 | -5 | 1 | 0 | 31
O=C1CSC(=S)N1/N=C/c1ccc(C(F)(F)F)cc1 | -11 | -3 | 3 | 0.3 | -22 | 0 | -21 | 12
Cc1cc(NS(=O)(=O)c2ccc(NC(=O)C(F)(F)F)cc2)nc(C)n1 | -4 | 2 | 0 | -0.3 | 24 | -1 | -9 | -4
O=C(CCCc1nc(-c2ccccc2)no1)NCc1cccnc1 | -5 | 16 | -1 | 2.2 | 17 | -1 | 0 | 3
(next part)
SMILES | 697 NFkB inh | Jurkat NFkB inh | XBP1 UPR activ | UPR CHOP act | Mdm2-MdmX inh | APJ ag | APJ antag | tim23-1 inh
COCCCNC(=O)c1ccc(-c2csc(C)n2)cc1 | -37 | -26 | 2 | 2.3 | -20 | 0 | 7 | -8
Cc1ccc(C)c(OCC(O)CN2C(C)CCCC2C)c1 (stereo not drawn) | 12 | 11 | -2 | 0.4 | 20 | -6 | -2 | 11
CCN1C(=S)N[C@@H](c2cccc(F)c2)C(C(=O)OC)=C1C | 3 | 5 | 1 | -0.7 | 19 | 0 | 13 | 21
CCCn1cc(CN2CCC(n3nccc3NC(=O)C(OC)c3ccccc3)CC2)c(C)n1 (stereo not drawn) | 5 | -9 | -2 | -0.6 | 13 | -7 | 15 | 4
Oc1ccccc1-c1cc(-c2ccco2)[nH]n1 | -17 | -26 | 6 | 9.7 | -54 | 1 | 1 | 36
CCC(NC(=S)NCc1ccccc1)C(=O)O (stereo not drawn) | 5 | 3 | -2 | -1.0 | 10 | -3 | -5 | -1
COc1ccc2c(CC(=O)OCC(=O)NC(N)=O)coc2c1 | -10 | -7 | -1 | 0.0 | 19 | -2 | -4 | 13
Cc1ccc(OCCN2C(=O)NC3(CCc4ccccc4C3)C2=O)cc1 (stereo not drawn) | 4 | -6 | -1 | 1.2 | -3 | 0 | -6 | 24
CCOC1=C/C(=C/c2c(N)n3nc(CC(=O)N4CCCC4)sc3nc2=O)C=CC1=O | 0 | 10 | -6 | -0.8 | -3 | -5 | 8 | 11
C=CCC1Cc2c(cccc2[N+](=O)[O-])C(CC=C)N1 (stereo not drawn) | -7 | 4 | 0 | -1.3 | -21 | -2 | 14 | 33
O=C(O)c1ccccc1CSc1nc2ccccc2s1 | -77 | -24 | 4 | 5.0 | -21 | 6 | 14 | 15
CCn1cc(C(=O)OCC(=O)c2cc(C)n(-c3ccccc3F)c2C)c(=O)c2ccc(C)nc21 | -8 | -7 | 0 | 2.0 | 32 | 0 | -2 | -13
O=c1[nH]c(S)nc2sc3c(c12)CCCC3 | 19 | 16 | -2 | -0.1 | 14 | -2 | -1 | -13
CC1CN(C(=O)CCNC(=O)c2ccc(Cl)cc2)CC(C)O1 (stereo not drawn) | -1 | 7 | -3 | 0.3 | -21 | -4 | 7 | 22
CCc1ccccc1NC(=O)Nc1ccon1 | 18 | 12 | -8 | -0.1 | 19 | -2 | -3 | -9
Cc1ccc(CNC(=O)CN(C)S(=O)(=O)c2cccc3nsnc23)cc1 | -40 | -19 | -3 | -0.6 | -28 | 0 | -1 | 18
COc1ccc(N(C(=O)c2ccco2)C(C(=O)NC2CCCCC2)c2cccs2)cc1OC (stereo not drawn) | 18 | -8 | -1 | -1.9 | 22 | -4 | 15 | 2
Cn1c(=O)[nH]c(=O)c2c1nc(N1CCCCC1)n2C/C=N/NC(=O)c1cc(Br)ccc1O | 12 | 1 | 0 | -0.5 | 18 | -4 | 7 | 10
Cc1nn(Cc2ccc([N+](=O)[O-])cc2)c(=O)n1-c1ccc(F)cc1 | 11 | 2 | 0 | 1.3 | 12 | -2 | 15 | 6
N/C(=N\OC(=O)CCCc1ccccc1)c1cccnc1 | -28 | -24 | -2 | 0.9 | -25 | 3 | -11 | 16
C[C@H](NC(=O)c1ncn(C)c1C(=O)N[C@@H](C)c1ccccc1)c1ccccc1 | -7 | -11 | 1 | 1.3 | 4 | -3 | -3 | 33
CCCn1c(SCc2ccc(C(=O)OC)o2)nc2ccccc2c1=O | -12 | 3 | 0 | 0.9 | 5 | -3 | 19 | 8
COc1ccc(C(=O)CCC(=O)Nc2ccc(Cl)cc2)cc1 | 6 | 10 | -4 | 1.1 | 5 | -2 | 5 | 12
CC(=O)c1ccc(NS(=O)(=O)c2c(C)cc(C)cc2C)cc1 | -24 | -21 | 0 | 3.4 | 6 | 0 | 3 | 1
CCOC(=O)Cc1csc(NC(=O)c2ccc(F)cc2)n1 | 6 | -4 | 2 | 2.5 | 15 | 0 | 4 | 0

Reprinted at random: 2 records from the list.
SMILES | 697 NFkB inh | Jurkat NFkB inh | XBP1 UPR activ | UPR CHOP act | Mdm2-MdmX inh | APJ ag | APJ antag | tim23-1 inh
Cn1c(=O)[nH]c(=O)c2c1nc(N1CCCCC1)n2C/C=N/NC(=O)c1cc(Br)ccc1O | 12 | 1 | 0 | -0.5 | 18 | -4 | 7 | 10
Oc1ccccc1-c1cc(-c2ccco2)[nH]n1 | -17 | -26 | 6 | 9.7 | -54 | 1 | 1 | 36

Arranged by value in XBP1 UPR activ (highest first): six of the compounds above
SMILES	XBP1 UPR activ
O=C(O)c1ccccc1CSc1nc2ccccc2s1	4
CCN1C(=S)N[C@@H](c2cccc(F)c2)C(C(=O)OC)=C1C	1
CCn1cc(C(=O)OCC(=O)c2cc(C)n(-c3ccccc3F)c2C)c(=O)c2ccc(C)nc21	0
CCC(NC(=S)NCc1ccccc1)C(=O)O (stereo not drawn)	-2
COc1ccc(C(=O)CCC(=O)Nc2ccc(Cl)cc2)cc1	-4
CCc1ccccc1NC(=O)Nc1ccon1	-8

Next results
SMILES | 697 NFkB inh | Jurkat NFkB inh | XBP1 UPR activ | UPR CHOP act | Mdm2-MdmX inh | APJ ag | APJ antag | tim23-1 inh
O=C(NCCc1ccccc1)C(=O)NCCC1CCCCN1S(=O)(=O)c1cccs1 (stereo not drawn) | -2 | 8 | 0 | 3.2 | 0 | 4 | 5 | 38
CC(=O)/C=C1/SC(CC(=O)O)C(=O)N1c1ccccc1 (stereo not drawn) | -12 | -13 | 0 | -3.2 | -5 | -3 | -4 | -6
COc1cccc(C2c3[nH]c4ccccc4c3CCN2Cc2cccn2-c2ncccn2)c1 (stereo not drawn) | 8 | -4 | -1 | 0.2 | 8 | -3 | 10 | 12
Nc1cc(C(F)(F)F)cc([N+](=O)[O-])c1N | 4 | -9 | 3 | -0.5 | 6 | -2 | 14 | 5
CC(=O)N(C)c1ccc(N=Cc2cc3c(cc2[N+](=O)[O-])OCO3)cc1 | 19 | 6 | -2 | 4.3 | 21 | 5 | -12 | 9
C=CCSc1nnc2c(n1)[nH]c1c(C)cccc12 | -198 | -81 | 0 | 5.0 | -98 | 2 | 5 | 46
CCOC(=O)Cc1nnc(NCc2ccccc2)c2ccccc12 | 4 | 12 | -6 | -1.9 | 8 | -2 | 15 | 26
COCCNc1nc2c(c(=O)n(C)c(=O)n2C)n1Cc1cccc(C)c1 | -16 | -2 | -1 | -1.6 | 4 | -3 | 5 | 11
CCN(CC(=O)Nc1c(F)cccc1F)C(=O)c1ccccn1 | 11 | 4 | -1 | -1.2 | 11 | 1 | -56 | 10
NC(=O)c1ccccc1[N+](=O)[O-] | 6 | 16 | -2 | 2.3 | 0 | 2 | 4 | 4
Cc1cccc(-n2ncc3c(N4CCOCC4)ncnc32)c1 | -81 | -39 | -6 | -9.2 | 23 | 0 | -15 | 6
COC(=O)COc1ccc(C2NC(=O)NC(c3ccccc3)=C2C(C)=O)cc1OC (stereo not drawn) | 10 | 2 | 4 | -3.8 | 8 | 2 | 3 | -9
